Compound activity as filed in PubChem BioAssay.
BoNT-F LC inh = BoNT/F light chain protease inhibitors, primary screen, biochemical, flow cytometry, MLPCN library | Multiplex microsphere protease cleavage assay | 0.22% of 360,000 active | inhibition, % at 10 µM | Botulinum neurotoxin type F light chain protease (Clostridium botulinum); in the data active means inhibition above about 35%, passing the limit was not always enough; inconclusive means no clear call, values can overlap the other calls; further: plate controls were buffer without enzyme for full effect and enzyme alone for no effect
Anthrax LF prot = Bacillus anthracis LF protease inhibitors, primary screen, biochemical, multiplex microsphere, MLPCN library. Lethal factor (Bacillus anthracis), P15917. multiplex microsphere protease cleavage assay. inhibition, % at 10 µM. 0.12% of 360,000 active; further: plate controls were buffer without enzyme for full effect and enzyme alone for no effect
Rv3671c protease = Rv3671c serine protease inhibitors, primary screen, biochemical, fluorescence polarization, M. tuberculosis H37Rv; P9WHR9; inhibition, % at 5.96 µM; 0.048% of 320,000 active; AID 2606, 2010; in the data active means inhibition above about 38%;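 further: extracellular domain of Rv3671c used as enzyme; 0% = enzyme with DMSO and 100% = no enzyme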
Target sequence (P9WHR9 whole entry, looked up, the tested form may be a part): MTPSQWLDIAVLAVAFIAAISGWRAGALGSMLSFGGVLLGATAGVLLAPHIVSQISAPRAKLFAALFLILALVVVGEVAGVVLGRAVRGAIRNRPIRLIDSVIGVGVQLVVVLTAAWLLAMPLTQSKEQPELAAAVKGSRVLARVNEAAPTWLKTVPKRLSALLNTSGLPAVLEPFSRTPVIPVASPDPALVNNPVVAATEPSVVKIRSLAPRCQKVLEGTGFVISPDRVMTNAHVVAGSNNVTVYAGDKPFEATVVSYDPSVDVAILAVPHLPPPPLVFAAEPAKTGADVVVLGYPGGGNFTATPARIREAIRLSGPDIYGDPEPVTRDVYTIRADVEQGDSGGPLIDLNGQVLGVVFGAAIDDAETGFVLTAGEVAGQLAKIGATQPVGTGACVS
SSB-PriA inh = inhibitors of Klebsiella pneumoniae PriA binding to SSB C-terminal tail, primary screen, biochemical, AlphaScreen | PriA–SSB C-terminal tail interaction (Klebsiella pneumoniae) | AlphaScreen SSBct-PriA binding, biotinylated peptide | inhibition, % at 33 µM | 0.6% of 430,000 active | AID 1272365, 2023; in the data active means inhibition mostly above about 37%, no sharp cut-off; inactive means mostly below about 20%;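 further: plate controls were negative control peptide for no effect and reference peptide for full effect; strong numbers were not always called active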
PrPC surface inh = inhibitors of human cell surface prion protein PrPC, primary screen, cell-based, TR-FRET; Major prion protein (Homo sapiens), P04156; TR-FRET read-out; inhibition, % at 13.8 µM; 0.43% of 370,000 active; AID 720596, 2013; in the data active means inhibition above about 24%; further: 0% = median of the test wells and 100% = reference compound wells
CCHFV vOTU inh = CCHFV vOTU protease inhibitors, primary screen, biochemical, Pep-AMC substrate, fluorescence. Crimean-Congo hemorrhagic fever virus L polyprotein viral ovarian tumor (vOTU) protease …. inhibition, % at 11.5 µM. 0.55% of 370,000 active. AID 651958, 2012; in the data active means inhibition above about 30%; further: 0% = vehicle wells with enzyme and 100% = no enzyme wells
DUSP3 inh = VHR1 phosphatase inhibitors, primary screen, biochemical, absorbance, uHTS; Dual specificity protein phosphatase 3 (Homo sapiens), P51452; recombinant VHR phosphatase, pNPP absorbance; inhibition, % at 13.3 µM; 0.52% of 290,000 active; AID 1654, 2009; in the data active means inhibition above about 50%; further: some compounds called inactive have numbers as strong as hits
Target sequence (P51452 whole entry, looked up): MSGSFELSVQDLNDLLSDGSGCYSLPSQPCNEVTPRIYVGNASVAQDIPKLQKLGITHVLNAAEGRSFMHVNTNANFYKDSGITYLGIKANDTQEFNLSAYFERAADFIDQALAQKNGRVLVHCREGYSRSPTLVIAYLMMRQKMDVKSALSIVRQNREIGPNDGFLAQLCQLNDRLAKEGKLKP
MazEF act = activators of E. coli MazEF toxin-antitoxin RNase, primary screen, biochemical, fluorescence, uHTS | Endoribonuclease toxin MazF (Escherichia coli (strain K12)), P0AE70 | FAM/BHQ RNA-DNA oligo cleavage fluorescence, 5 h | activation, % at 20 µM | 0.32% of 350,000 active | AID 504720, 2011; in the data active means activation above about 50%
Target sequence (P0AE70 whole entry, looked up): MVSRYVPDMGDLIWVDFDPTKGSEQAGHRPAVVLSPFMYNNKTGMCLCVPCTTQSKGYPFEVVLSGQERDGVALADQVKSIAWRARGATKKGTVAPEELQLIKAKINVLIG
3CLpro inhibitor = SARS-CoV 3CLpro protease inhibitors, primary screen, biochemical, quenched FRET. Replicase polyprotein 1ab (Severe acute respiratory syndrome coronavirus), P0C6X7. recombinant SARS-CoV 3CLpro, quenched FRET peptide cleavage. inhibition, % at 6 µM. 0.14% of 290,000 active; in the data active means inhibition above about 12%
BoNT-A LC inh2 = BoNT/A light chain protease inhibitors, primary screen, biochemical, flow cytometry, MLPCN library. Botulinum neurotoxin type A light chain protease (Clostridium botulinum A str. ATCC 3502). 0.17% of 360,000 active. AID 588499, 2011. multiplex microsphere protease substrate cleavage. inhibition, % at 10 µM; further: plate controls were buffer without enzyme for full effect and enzyme alone for no effect
An asterisk follows results filed as active; i = inactive; ? = inconclusive; . = not tested or not shown. Unless noted, no stated cut-off is given here; in the data, active means inhibition above about 30%; inconclusive means no clear call, values can overlap the other calls; inactive means below that. The list is partial; the hit share may differ from the screen's.

SMILES | MazEF act | 3CLpro inhibitor | Anthrax LF prot | DUSP3 inh | CCHFV vOTU inh | BoNT-A LC inh2 | Rv3671c protease | PrPC surface inh | BoNT-F LC inh | SSB-PriA inh
CC1CCN(C(=O)c2ccc(NC(=O)CC3SC(N4CCCC4)=NC3=O)cc2)CC1 (centres undefined) | 4.5 | . | . | . | -7.5 | . | 5.8 | -1.2 | . | 2.9
CNC(=O)Nc1cc(C)nn1C | -1.1 | -1.1 | -0.2 | 6.3 | 5.8 | 0.2 | -4.0 | -1.7 | -2.9 | -6.3
O=[N+]([O-])c1c(NCCO)cc(Sc2nc3ccccc3s2)c2nonc12 | 36.4 | 0.0 | 0.3 | 4.1 | . | 1.1 | 0.9 | . | -0.3 | 2.2
Cc1ccc(/C(N)=N/OC(=O)/C=C/c2ccccc2)cc1 | 0.3 | 2.0 | 0.4 | 24.9 | 1.9 | 0.0 | -3.7 | -6.1 | 12.0 | .
Cc1ccccc1CSCCC(=O)NCCc1ccccc1 | 8.6 | 3.5 | -0.3 | 11.9 | 13.4 | -1.2 | -5.3 | -1.7 | -5.5 | -12.2
CC(=O)c1cccc(NC(=O)CCc2nc3sc4c(c3c(=O)[nH]2)CCCC4)c1 | 4.2 | . | 1.5 | . | 0.9 | 4.4 | -23.3 | -5.4 | 9.6 | -7.9
CCNC(=O)n1nccc1C(C)Oc1ccc(Cl)cc1 (centres undefined) | 2.0 | -0.3 | -1.9 | 48.7 | 2.7 | 0.1 | -1.5 | -2.4 | -1.5 | -28.1
CCCNC(=O)Cc1ccsc1 | 4.9 | -5.6 | -0.2 | -0.2 | 3.2 | 2.8 | 1.5 | -1.0 | 2.9 | -0.1
COCCNC(=O)CSc1ccc(C)cc1 | 0.0 | 0.7 | 4.9 | 10.2 | 10.2 | 3.0 | 3.8 | -0.4 | 31.8 | -9.7
O=C(CN(C(=O)CCC(=O)Nc1nccs1)c1cccc(F)c1)NCc1ccccc1 | -3.4 | 1.1 | -0.8 | 21.4 | -1.7 | -2.8 | 5.2 | -0.6 | -6.7 | 3.3
CC(C)NC(=O)c1ccc(CSCc2ccccc2Cl)o1 | 1.6 | -3.0 | -0.3 | 56.9* | -21.3 | 1.0 | 1.6 | 16.4 | -0.8 | 0.3
CCCC(=O)Nc1c2c(nn1-c1ccc(F)cc1)CS(=O)(=O)C2 | 3.0 | -2.7 | -7.6 | 9.5 | -13.1 | -2.3 | 10.8 | -3.0 | -31.6 | -3.5
CCn1c(CC(=O)Nc2ccccc2F)nnc1SCC(=O)NC1=NCCS1 | 1.6 | . | -2.3 | . | -1.0 | -0.3 | . | -7.2 | -3.9 | .
CCc1ccc(NC(=O)c2cc(C)no2)cc1 | -9.5 | 4.1 | -2.9 | 6.1 | 1.0 | -1.5 | -1.4 | 12.6 | -47.2 | -8.6
C=CCn1c(SCc2cc(C(=O)OC)c(C)o2)nnc1-c1ccncc1 | 4.2 | 0.4 | -6.9 | 10.2 | 6.2 | 0.4 | 11.7 | -1.3 | -1.9 | 4.1
CCOc1cc(C(=O)Nc2ccc(S(=O)(=O)Nc3cc(C)on3)cc2)cc(OCC)c1OCC | 0.1 | 3.0 | -0.3 | 15.1 | 9.0 | -1.1 | -14.3 | 2.8 | 2.9 | 1.8
Cn1c(=O)c2c(nc(CN3CCN(c4ccccc4)CC3)n2CCCc2ccccc2)n(C)c1=O | 12.5 | 2.6 | . | . | 14.4 | . | -1.5 | -7.6 | . | -5.0
CCc1ccc(CN(C)C(=O)C2=CC=CN3CCS(=O)(=O)N=C23)cc1 | 7.2 | . | . | . | 12.9 | . | . | -1.8 | . | -3.9
Nc1cccc(-c2nnc3n2CCCCC3)c1 | -1.0 | -4.0 | -3.4 | 1.5 | 0.3 | -0.1 | 8.4 | -4.2 | 0.3 | -4.7
CCOc1ccc(NC(=O)CN2CCN(CC(=O)Nc3ccc(N(C)C)cc3)CC2)cc1 | -2.8 | 5.0 | -11.4 | 27.2 | -3.9 | -4.5 | . | -5.2 | -30.6 | 5.8
Cc1cc2oc(C(=O)Nc3ccc(S(=O)(=O)Nc4nccs4)cc3)cc(=O)c2cc1Cl | 1.4 | 2.4 | 1.7 | 7.6 | -3.9 | -0.1 | -53.1 | -6.8 | 2.2 | -9.3
CCn1c(SCc2nc3cc(OC)c(OC)cc3c(=O)[nH]2)nnc1-c1ccncc1 | 6.9 | -1.3 | -0.4 | 36.1 | 5.4 | 0.2 | 4.3 | -5.7 | 1.9 | 1.1
C[C@@H](C(=O)OCC(=O)c1ccc(F)c(F)c1)N1C(=O)C2CCCCC2C1=O (some centres undefined) | -3.3 | . | . | . | 5.7 | . | -8.2 | 0.0 | . | -6.3
CCc1nnc(NC(=O)/C=C/c2ccc(C)o2)s1 | 4.9 | 2.6 | -0.8 | 6.8 | -0.3 | 0.0 | -8.0 | -14.3 | -4.4 | -3.0
Fc1ccc(NC(=S)N2CCN(c3ccccn3)CC2)cc1Cl | 11.0 | . | 6.5 | . | -12.8 | 5.6 | 0.4 | 2.4 | ? | 0.8

Record cards (already shown).
Cn1c(=O)c2c(nc(CN3CCN(c4ccccc4)CC3)n2CCCc2ccccc2)n(C)c1=O across the screens: MazEF act: 12.5; 3CLpro inhibitor: 2.6; Anthrax LF prot: .; DUSP3 inh: .; CCHFV vOTU inh: 14.4; BoNT-A LC inh2: .; Rv3671c protease: -1.5; PrPC surface inh: -7.6; BoNT-F LC inh: .; SSB-PriA inh: -5.0
Nc1cccc(-c2nnc3n2CCCCC3)c1 across the screens: MazEF act: -1.0; 3CLpro inhibitor: -4.0; Anthrax LF prot: -3.4; DUSP3 inh: 1.5; CCHFV vOTU inh: 0.3; BoNT-A LC inh2: -0.1; Rv3671c protease: 8.4; PrPC surface inh: -4.2; BoNT-F LC inh: 0.3; SSB-PriA inh: -4.7

More results follow:
SMILES | MazEF act | 3CLpro inhibitor | Anthrax LF prot | DUSP3 inh | CCHFV vOTU inh | BoNT-A LC inh2 | Rv3671c protease | PrPC surface inh | BoNT-F LC inh | SSB-PriA inh
CC(=O)c1ccc(C(=O)Nc2ccc3c(c2)C(=O)NC3=O)cc1 | -12.4 | -4.3 | -5.1 | 1.6 | -4.1 | -1.2 | -16.9 | 1.8 | -11.0 | -14.4
Cc1c(-c2n[nH]c(=S)n2-c2ccc(Br)cc2)nnn1-c1ccc(Cl)cc1 | -4.5 | -1.0 | 3.7 | 24.3 | 0.8 | -0.1 | . | -6.5 | -5.0 | 2.9
COc1cccc(C2C(C#N)=C(N)Oc3cc(C)[nH]c(=O)c32)c1OC (centres undefined) | 3.4 | -2.9 | 2.3 | 22.4 | 0.5 | -1.7 | -3.7 | 7.8 | 2.1 | -10.9
C=CCn1c(Cc2cccs2)nnc1SCC(=O)Nc1ccc(C(=O)OCC)cc1 | -3.8 | 0.4 | -0.6 | 10.5 | 19.5 | -1.0 | -13.2 | 12.5 | -14.1 | -5.5
COC(=O)c1ccccc1NC(=O)CSc1nc2cccnc2n1C | -4.8 | -3.1 | -6.8 | 29.6 | 11.7 | -0.5 | -7.8 | 2.8 | -5.3 | -1.9
O=C(COc1ccccc1)N1CCN(C2CC3CCC2C3)CC1 (centres undefined) | 3.1 | -2.1 | -2.3 | 13.4 | 17.0 | 0.7 | -3.6 | 7.7 | ? | -7.3
O=C(Cn1cc2c(n1)CCCC2)Nc1ccccc1Cl | 5.9 | 0.2 | -8.5 | -6.1 | -1.7 | 0.1 | -5.5 | 0.0 | 6.7 | -6.7
CC(C(=O)NC1CCS(=O)(=O)C1)N1C(=O)/C(=C/c2ccc(Cl)cc2)SC1=S (centres undefined) | 0.4 | -3.5 | 2.5 | 5.7 | 4.4 | 2.3 | -16.5 | -1.4 | 6.9 | 4.2
Cc1nn(Cc2c(F)cccc2Cl)c(C)c1NC(=O)C1CC1 | 0.1 | 1.9 | -1.1 | 50.8* | -12.0 | 0.2 | 1.4 | -0.3 | -1.5 | -9.4
CCSc1nnc(NC(=O)c2cc(C)oc2C)s1 | -11.0 | 1.9 | -0.4 | -7.5 | 3.8 | -0.2 | -7.6 | 1.5 | -4.7 | -11.1
COc1ccc(CNC(=O)C(=O)NCCC2CCCCN2S(=O)(=O)c2cccs2)cc1 (centres undefined) | 2.3 | . | 1.6 | . | 4.8 | -3.6 | 1.3 | 6.4 | -6.5 | -0.6
O=C(NC1CCCCC1)c1ccc2ccccc2c1O | 7.2 | . | -5.9 | . | -27.9 | 0.1 | . | -4.2 | 1.3 | .
CCOc1ccc2nc(SCC(=O)Nc3ccc4c(c3)OCCO4)[nH]c2c1 | 0.9 | 3.4 | -3.2 | -27.7 | 4.7 | -0.9 | 4.9 | 10.6 | -33.2 | 7.8
COc1cc([N+](=O)[O-])cc(/C=N/NC(=O)c2cc(-c3ccccc3)nc3ccccc23)c1O | -8.6 | 0.6 | -6.6 | 0.9 | 2.4 | -0.8 | 6.4 | 6.2 | -9.0 | .
CCn1cc(/C=C(\NC(=O)c2ccccc2OC)C(=O)NCCCN2CCOCC2)c2ccccc21 | 8.5 | -7.5 | -0.1 | 45.8 | 0.3 | -0.4 | -4.5 | 0.7 | 2.4 | -1.7
COc1cc(OC)c(N(C)S(=O)(=O)c2cccc(C(=O)NCc3cccs3)c2)cc1Cl | -11.2 | . | 0.8 | . | -1.1 | -0.3 | . | 8.8 | -4.8 | .
CC1(C(=O)NS(=O)(=O)c2ccccc2C(F)(F)F)CCN1C(=O)CC1CCCCC1 (centres undefined) | . | . | -6.3 | . | 2.7 | -0.3 | . | 7.5 | -2.8 | .
O=c1c(-c2ccc(Cl)cc2)[n+]([O-])c2ccccc2n1O | 7.3 | 1.8 | -1.7 | 2.3 | 7.8 | -0.3 | 1.4 | -34.7 | -4.4 | 0.1
Cc1ccc2[nH]c(=O)c3cc(C(=O)N(C)c4ccc(C)c(C)c4)sc3c2c1 | 12.4 | 4.2 | 0.0 | 4.8 | 14.1 | -1.3 | 1.2 | -2.5 | 1.2 | 4.8
O=C1CCN(CCCc2ccccc2)CCN1[C@H](CO)c1ccccc1 | 4.4 | -5.3 | 0.4 | 1.1 | 1.1 | 0.2 | -3.7 | -5.9 | 0.0 | -15.0
CCOc1ccc(Nc2ccc(N3C(=O)CCC3=O)cc2[N+](=O)[O-])cc1 | 1.5 | 2.5 | -2.8 | 9.8 | -9.4 | 0.0 | -12.3 | -25.1 | 0.2 | 5.5
C/C(=N\Nc1ccc(F)cc1F)c1ccc(N2CCOCC2)cc1 | 9.7 | 1.0 | -21.2 | 17.4 | 11.9 | 0.3 | 3.7 | -6.0 | -46.1 | .
CC(C)(C)SCCSC1=CC(=O)CC(c2ccccc2)C1 (centres undefined) | 3.6 | 10.5 | -14.9 | 6.0 | 3.4 | -2.8 | -3.5 | -2.5 | 2.2 | -0.4
Cc1cc(NC(=O)C2CCCCC2)n(-c2nc3ccccc3[nH]2)n1 | 0.0 | 4.4 | 0.5 | 22.9 | 8.1 | 0.6 | -4.0 | -3.5 | -11.9 | -4.8
C=CCNC(=O)CCCc1ccccc1 | 9.8 | 1.0 | -1.4 | 48.6 | -5.0 | -0.2 | -0.5 | 3.7 | -2.2 | -12.4
CN1/C(=C\C=C(C#N)C#N)C(C)(C)c2ccccc21 | i | -2.7 | -3.3 | 12.5 | 7.5 | 0.8 | 1.5 | 8.1 | -5.4 | -4.1
